Compound activity as filed in PubChem BioAssay.
HepG2 tox – qHTS for Inhibitors of TGF-b: Cytotox Counterscreen | 410,000 tested, 0.76% active | HepG2 CAGA-GFP viability, ATP luminescence, 18 h | Potency, µM (top dose mostly 46.1 µM), for the others: at the highest dose activity change, negative = cytotoxicity, hits mostly cytotoxic; note: potency is the fitted concentration of half-maximal effect; some results filed as inactive show a strong effect at the top dose
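CellTiter-Glo luminescence gave cytotoxicity after 18 hours at 37 degrees C. The cells were HepG2 CAGA-GFP in 1% FBS DMEM, stimulated with 500 pg/mL TGF-beta after compound addition. %Activity was normalised to no-cell wells (complete cell-killing) and DMSO (no toxicity), and curves were fitted and classified.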
Nrf2 inh – Nrf2 qHTS screen for inhibitors | 360,000 tested, 2.1% active | AID 504444, 2011 | A549 ARE-Fluc reporter, luciferase luminescence, 18-24 h | Potency, µM (top dose mostly 46 µM), for inactives: top-dose activity change, negative = inhibition, actives largely listed as inhibitors; note: potency is the fitted concentration of half-maximal effect; % is set by controls: 0 for no effect and ±100 for the full control effect; nearly all actives have a fitted effect of over 60% in size
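A549 ARE_Fluc cells, 5000/well, 5% FBS OPTI-MEM; compounds in dose-response, 18-24 h at 37 °C/5% CO2; CellTiter-Fluor viability read (Ex 405/Em 525), then BugLite luciferase luminescence = Nrf2 activity.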
TGFb SMAD3 inh – qHTS for Inhibitors of TGF-b; HepG2 CAGA-GFP TGF-b/SMAD3 reporter, GFP fluorescence, 18 h; TGF-beta stimulated, 500 pg/mL final; Potency, µM (highest dose often 46.1 µM), for the others: at the highest dose activity, negative = inhibition, most hits filed as inhibitors; 410,000 tested, 1.2% active; note: potency is the fitted concentration of half-maximal effect; % is set by controls: 0 for no effect and ±100 for the full control effect; nearly all actives have a fitted effect of over 65% in size
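HEPG2 CAGA-GFP reporter cells (1000/well, DMEM with 1% FBS) received compounds, then recombinant TGF-beta at 500 pg/mL final for 18 hours at 37 degrees C. Per-cell GFP summed per well was normalised to unstimulated and stimulated DMSO controls before curve fitting.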
A549 tox – Nrf2 qHTS screen for inhibitors: counterscreen for cytotoxicity. A549 ARE-Fluc cells, CellTiter-Fluor viability, 18-24 h. AID 504648, 2011. Potency, µM (doses to about 46 µM), for inactives: at the highest dose activity change, negative = cytotoxicity, most hits filed as inhibitors. 390,000 tested, 0.16% active; note: potency is the fitted concentration of half-maximal effect; % is set by controls: 0 for no effect and ±100 for the full control effect
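A549 ARE_Fluc cells in 5% FBS OPTI-MEM were exposed to compounds in concentration-response for 18-24 h at 37 deg C. Viability was read by CellTiter-Fluor fluorescence (Ex 405/Em 525) after 30 min, before the luciferase read.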
CCT chaperon mod – High-Throughput Screening for Modulators of Cytosolic Chaperonin Activity; activity change, % (test concentration not listed), hits read low; purified chaperonin ATPase assay, HTRF ADP detection, 30 min; 360,000 tested, 0.3% active; in the data active = activity change below about -30%; note: % is set by controls: 0 for no effect and ±100 for the full control effect
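We incubate TRiC, 40 or 20 nM final, with library compounds at 76 uM and 10 uM ATP for 30 min at 37 °C. ADP formed is detected with Transcreener HTRF reagents after 30 min at room temperature.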
MmCpn inh – Inhibitors of TCP-1 ring complex (TRiC) of Methanococcus maripaludis (MmCpn): qHTS | Chaperonin Mm-Cpn (Methanococcus maripaludis) | purified Mm-Cpn ATPase, ADP Transcreener TR-FRET | Potency, µM (series often up to 76.9 µM), inactives show at the highest dose activity, negative = inhibition, actives largely listed as inhibitors | 330,000 tested, 0.031% active | AID 504842, 2011; note: potency is the fitted concentration of half-maximal effect; % is set by controls: 0 for no effect and ±100 for the full control effect; nearly all actives have a fitted effect of over 80% in size
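Purified archaeal Mm-CPN (25nM final) preincubated 10 min at 37degC with compound, then 10uM ATP for 30 min at 37degC; ADP measured by HTRF Transcreener TR-FRET; buffer 30 mM TRIS pH 7.4, 100mM KCl, 5mM MgCl2, 1mM DTT.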
Akt phos inh – HTS Assay for Inhibitors of Akt Phophorylation: Primary Screen. Neuro2A IGF-stimulated pAkt S473 HTRF, 20 min; hits give low values. 360,000 tested, 0.32% active. activity change, % for hits at 50 µM; in the data active = activity change below about -80%; inconclusive = mostly about -51% to -80%; note: % is set by controls: 0 for no effect and ±100 for the full control effect
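Neuro2A cells (4,500/well, DMEM with 0.5% FBS) were treated with compound at a single 50 µM final concentration, stimulated with 6 nM IGF for 20 min at 37 °C, and lysed. Phospho-Akt Ser473 was read by HTRF as 665/615 ratio ×10^4.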
S2 tox – Viability Counterscreen for Primary qHTS for Inhibitors of ATXN expression; Potency, µM (highest dose often 56.7 µM), usual class: cytotoxic; S2 cells (HEK-293 line with an ATXN2-luciferase reporter) viability, CellTiter-Fluor protease fluorescence, 24 h; 400,000 tested, 0.49% active; note: potency is the fitted concentration of half-maximal effect; nearly all actives have a fitted effect of over 40% in size
Nrf2 ARE act – qHTS of Nrf2 Activators. Potency, µM (series often up to 46.1 µM), inactives show top-dose activation, actives largely listed as activators. AID 624171, 2012. 410,000 tested, 0.31% active. AREc32 ARE-luciferase reporter (MCF7-derived line), luminescence, 24 h; note: potency is the fitted concentration of half-maximal effect; % of control where 0% means no effect; nearly all actives have a fitted effect of over 65% in size
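ARE-driven firefly luciferase activity in AREc32 cells measured after a 24 hr compound exposure at 37 deg C, using Steady-Glo reagent and a 30 min room-temperature hold.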
Starred values were filed as active, the others as inactive; i = inactive; u = inconclusive; x = not tested or not shown; & = joins results of further samples; [ ] = another dose, or the depositor's remark. Unless noted, calls come from the whole dose curve; as a rule, active = well fitted curve in the direction sought with a large enough effect; inconclusive = small, poorly fitted or top-dose-only effect, or another doubt; inactive = no such curve, though single readings can be large; an effect the other way counts as inactive or inconclusive.

Molecule | HepG2 tox | Nrf2 inh | TGFb SMAD3 inh | A549 tox | CCT chaperon mod | MmCpn inh | Akt phos inh | S2 tox | Nrf2 ARE act
Cn1cnnc1SCC(=O)Nc1ncc(C(F)(F)F)cc1Cl | -7% | -11% | 22% | -16% | 0.7 | 2% | i | i | 1.1%
CCn1c(N)[n+](CC(=O)Nc2ccc(SC(F)F)cc2)c2ccccc21 | 14µM* | -3% | u | 0% | 1.5 | 1% | i | i | 12%
CC(=O)NC(=S)Nc1ccc(NC(=O)COc2ccc(Cl)cc2Cl)cc1 | -52% | u | -28% | -13% | 1.2 | -2% | i | u | 0.4%
O=C(/C=N/O)NCCN1CCCCC1 | 12% | -12% | 18% | u | -2.6 | 1% | i | i | 0.1%
Cc1nn(C)c(Cl)c1/C=C/C(=O)O | 0% | 4% | 10% | 1% | -1.6 | 1% | i | i | -0.1%
Cc1ccc(C)c2[nH]c(=O)c(CN(CCN3CCOCC3)Cc3nnnn3CC3CCCO3)cc12 (configuration not stated) | -6% | 18% | -18% | 9% | 0.2 | 2% | i | i | 0.3%
Cc1cccc(OCC(O)Cn2ccnc2C)c1 (configuration not stated) | -4% | 13% | -14% | 15% | -3.4 | 3% | i | x | -0.1%
O=c1oc2ccccc2c(Nc2ccccc2O)c1[N+](=O)[O-] | 0% | 7% | 0% | 4% | -1.4 | 1% | i | i | u
CCOc1ccc(N(CC(=O)NC2CC3CCC2C3)S(=O)(=O)c2ccccc2)cc1 (configuration not stated) | 3% | -1% | 11% | 0% | 1.9 | 2% | i | i | -0.5%
CC(C)CN1CCC(=O)N(CCO)CC1 | -10%&21% | 1% | 2%&-2% | 1% | -1.9 | 0% | i | i | -0.2%
O=C(c1cccc(NS(=O)(=O)c2ccc(F)c(F)c2)c1)N1CCN(Cc2ccccc2)CC1 | 5% | 4% | -20% | 0% | 1.1 | 1% | i | i | -0.3%[9.22 µM]
O=C(CSc1nc2ccccc2nc1Cc1ccccc1F)Nc1cccc(C(F)(F)F)c1 | -15% | -39%[9.27 µM] | 29% | -15% | x | x | x | i | 0.7%
Cc1cc(NC(=O)c2ccc(Cl)cc2Cl)n(CCC#N)n1 | -1% | 2% | 10% | 0% | -1.4 | 0% | i | i | -0.8%
COc1ccc(-n2nc(C(=O)NCC(=O)N3CCN(c4ccccc4)CC3)c3ccccc3c2=O)c(OC)c1 | -2% | -8% | -5% | -13% | -1.0 | 1% | i | i | 3.6%
FC(F)Sc1ccc(-n2cc(-c3ccccc3)[n+]3c2CCC3)cc1 | -3% | u | 1% | -7% | -0.4 | 0% | i | i | -0.7%
Cc1ccc(CN(c2ccc(C(=O)NCC3CCCO3)cc2)S(C)(=O)=O)cc1 (configuration not stated) | -14% | -10% | 11% | -1% | -1.8 | 0% | i | i | -0.4%
CCC(=O)Oc1c(Sc2ccc(C)cc2)c(C)nn1-c1ccccc1 | -3% | 3%[9.27 µM] | 24% | -2% | x | x | x | x | 2.9%
CC(=O)c1cccc(NC(=O)CN(C)S(=O)(=O)c2ccc3c(c2)CC(C)N3C(C)=O)c1 (configuration not stated) | -14% | -21% | 2% | -5% | -0.6 | 1% | i | i | 0.3%
CN(C)c1ccc(-c2nc(-c3cccs3)c(-c3cccs3)[nH]2)cc1 | -34% | u | u | -10% | x | x | x | x | -0.5%
CSc1ccccc1NC(=O)Nc1cccc(F)c1 | -18% | -15% | u | -2% | -0.1 | 1% | i | i | 8.6%
CCC1Nc2ncnc(N3CCCCC3)c2N(Cc2ccccc2)C1=O (configuration not stated) | -1% | -6% | -19% | -11% | 1.0 | -3% | i | i | -0.7%
CN1CCN(Cc2c(O)ccc3cc(-c4ccccc4)c(=O)oc23)CC1 | -27% | x | -17% | u | x | x | x | x | 13%
COc1ccccc1-c1nc(SCC(=O)N2CCOCC2)n[nH]1 | 2% | 5% | 7% | 8% | -5.0 | 1% | i | i | 19%
COC(=O)c1ccc(NC(=O)CCN2CCOCC2)cc1 | 6% | 6% | 2% | 19% | -3.6 | 3% | i | i | -0.8%
Cc1nc2ccccc2nc1CSc1nncs1 | 0% | 9% | -1% | -9% | -0.2 | -4% | i | i | 7.4%
CC(=O)Oc1ccc(-c2csc(Nc3ccc(S(N)(=O)=O)cc3)n2)cc1 | -1% | u | -7% | -12% | -1.6 | -1% | i | i | 11%
COc1ccc(OC)c(C2CC(c3ccccc3)=NN2C(=S)Nc2ccccc2)c1 (configuration not stated) | 24% | -2% | 4% | 7% | -7.6 | 1% | i | i | 0.2%
Cc1cccc(NC(=O)CSCc2cc(=O)n3ccsc3n2)c1C | -2% | 0% | 23% | 0% | 2.2 | 1% | i | i | -0.4%
COc1ccc(N2CCN(C(=O)C3CCN(C(=O)c4ccc([N+](=O)[O-])cc4)CC3)CC2)cc1 | 13% | -21% | 1% | -1% | -0.5 | 0% | i | i | 0.5%
O=c1[nH]cnc2c1sc(=S)n2-c1ccccc1 | -5% | -15% | -5% | 10% | -4.5 | 0% | i | i | 0.1%
O=C(Cc1c(F)cccc1Cl)NCCc1c[nH]c2ccccc12 | 1% | -9% | -8% | 10% | -1.0 | 1% | i | i | -0.6%
O=C(COc1ccc(Cl)cc1)N1CCN(S(=O)(=O)c2ccc(Cl)cc2)CC1 | -36% | u | u | -2% | 1.9 | 1% | i | i | 3.4%
COc1ccc(C2C(C(=O)OCC(=O)Nc3ccc(C)cc3)CCC(=O)N2c2ccc(OC)cc2)cc1 (configuration not stated) | 2% | -10% | -4% | -3% | -2.2 | 1% | i | i | 0.5%
O=C(CSc1ncn[nH]1)N1CCN(c2nnc(-c3ccccc3)c3ccccc23)CC1 | -22% | -12% | -4% | -7% | -0.7 | 2% | x | x | 0.0%
COc1ccc(-c2cc(C(=O)N3CCCCCC3)c3ccccc3n2)cc1OC | -13% | x | -1% | x | 0.1 | x | i | i | 2.9%
O=C(CN1CCCC1)Nc1ccc(NC(=O)Nc2ccccc2)cc1 | -3% | 24% | 0% | -7% | 0.4 | 1% | i | i | -0.5%
CC1(C(=O)O)CCCN(C(=O)c2ccc(OC(F)F)cc2)C1 (configuration not stated) | -2% | x | 34%[activator] | x | -1.4 | x | i | i | 0.5%
Cc1ccc(S(=O)(=O)c2cn(CC(=O)Nc3ccc4c(c3)OCO4)c3ccccc3c2=O)cc1 | -13% | 12% | u | -5% | x | x | x | i | 0.3%
Oc1c(C(c2ccccc2Cl)N2CCCC2)ccc2cccnc12 (configuration not stated) | -64% | -64% | 0.45µM* | -8% | -0.1 | 1% | i | i | 0.4%
CCC(Sc1nc2ccccc2c(=O)[nH]1)C(=O)O (configuration not stated) | 1% | 1% | 0% | -10% | -6.0 | -3% | x | x | -0.4%
CCS(=O)(=O)c1nc(S(=O)(=O)c2ccc(C)cc2)c(N2CCCCCC2)s1 | -2% | x | -9% | x | 1.3 | x | i | u | 3.3%
O=S(=O)(NCCS(=O)(=O)N1CCN(c2cccc(Cl)c2)CC1)c1ccc(F)cc1 | -19% | x | -30% | 2% | x | x | x | x | -0.1%
COc1cc(NC(=O)CCC(=O)Nc2ccc3nc(N4CCOCC4)cc(C)c3c2)cc(OC)c1OC | 4% | u | 8% | 2% | -2.5 | -15% | i | u | 9.7%
CCc1ccc2c(c1)cc(CN(C(=S)Nc1cccc(C)c1)C1CC1)c1nnnn12 | 0% | -18% | 1% | -2% | -2.0 | 0% | i | i | 0.3%
COc1ccc(NS(=O)(=O)c2ccc3c(c2)NC(=O)CCS3)cc1Cl | -25% | 7% | u | 7% | -0.2 | 2% | i | i | 4.7%
CCN1CCN(c2ccc(NC(=O)Cc3ccccc3)cc2)CC1 | -11% | 11% | -4% | 0% | 1.7 | -2% | i | i | 0.0%
COc1ccc(C(=O)C2CCCN(Cc3cccn3-c3ccccn3)C2)cc1F (configuration not stated) | -36% | 2% | 2% | -1% | 1.7 | 0% | i | i | -0.3%
O=C(C1CC1)N1N=C2CCCCC2C1(O)C(F)(F)F (configuration not stated) | -1% | 9% | -14% | 13% | -0.4 | -1% | i | i | 0.0%
COc1ccc(CN2CC(=O)N(c3ccc(C)c(C)c3)C2=S)cc1OC | -1% | -10% | u | 2% | -1.2 | -2% | i | i | 7.1%
COc1ccc(NC(=O)CC2C(=O)N(Cc3cccs3)C(=S)N2C(C)C)cc1 (configuration not stated) | -11% | -21% | -26% | -4% | 0.0 | 2% | i | i | -0.1%
CC(=O)Nc1ccc(NS(=O)(=O)c2cc3c4c(c2)CC(=O)N4CCC3)cc1 | 4% | x | u | 6% | x | x | x | x | 1.8%
COc1ccc(S(=O)(=O)c2c(Nc3cccc(C)c3C)sc(C(=O)c3ccccc3)c2N)cc1 | -1% | -7% | 19% | -15% | x | x | x | x | -1.0%
COc1ccc(C(=O)NCCN2CCN(C(=O)c3ccc(OC)cc3)CC2)cc1 | -3% | 3% | 36%[activator] | 0% | -1.5 | -1% | i | i | 0.2%
CCOC(=O)N1CCN(C(=O)CNC(=O)c2ccc(Br)o2)CC1 | 6% | 6% | -4% | 5% | -53* | -2% | i | i | -0.3%
OCCCCC#Cc1c(-c2ccsc2)sc2ccccc12 | -20% | 0% | 26% | -3% | -2.2 | u | i | i | u
CCCCCCn1cc(C(=O)O)c(=O)c2ccccc21 | -4% | 15% | 0% | -2% | 0.9 | -2% | i | i | -0.6%
CC(OC(=O)COc1ccccc1)C(=O)NC1CCCC1 (configuration not stated) | 3% | -4% | -4% | 2% | 1.5 | 1% | i | i | -1.3%
Cc1cc(C)n(CCC(=O)Nc2ccc(Cl)cc2)n1 | -10% | -14% | u | -1% | x | x | x | i | 0.1%

Compounds as they come. About 4.4% of those tested had a hit in this group.
